# Screening data as filed in PubChem.
# 697 NFkB inh – inhibitors of PMA/ionomycin-induced NF-kB reporter, 697 cells, primary screen, B-cell NF-kB inhibitor project, cell-based, luminescence, uHTS | 697 B-cell NF-kB luciferase reporter, 16 h | inhibition, % at 4 µM | 330,000 compounds, 0.33% hits | AID 435022, 2010; in the data active = inhibition above about 35%
# EBI2 antag – EBI2 receptor antagonists, beta-arrestin recruitment, primary screen, cell-based, luminescence, 7a,25-OHC stimulation, uHTS. G-protein coupled receptor 183 (Homo sapiens), P32249. 7a,25-OHC stimulated. inhibition, % at 5 µM. 360,000 compounds, 0.81% hits; in the data active = inhibition above about 38%;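 also: enzyme fragment complementation signal reports receptor beta-arrestin coupling in cells; 0% = agonist plus DMSO wells and 100% = wells without agonist; some results beyond the cut were filed as inactive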
# UBC13 inh – UBC13 polyubiquitin chain formation inhibitors, primary screen, biochemical, TR-FRET, uHTS; Ubiquitin-conjugating enzyme E2 N (Homo sapiens), P61088; inhibition, % at 20 µM; 330,000 compounds, 0.47% hits; in the data active = inhibition above about 45%, passing the limit was not always enough
# Target sequence (P61088 whole entry, looked up): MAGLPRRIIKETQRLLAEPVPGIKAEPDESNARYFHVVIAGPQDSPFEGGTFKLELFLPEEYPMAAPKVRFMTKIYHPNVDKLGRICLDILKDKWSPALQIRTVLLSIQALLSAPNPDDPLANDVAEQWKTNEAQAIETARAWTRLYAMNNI
# Gli-Sufu antag – Gli-Sufu pathway antagonists, primary screen, luciferase luminescence, Sufu-KO-LIGHT cells, uHTS; Sufu-KO-LIGHT fibroblasts, Gli luciferase reporter luminescence; inhibition, % at 5 µM; 340,000 compounds, 0.74% hits; AID 588413, 2011;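 active = inhibition above about 55%, limit read from the data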;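 also: 0% = DMSO-treated cells and 100% = wells with medium but no cells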
# CCR6 antag – CCR6 receptor antagonists, primary screen, cell-based, CHO-K1, luminescence, beta-arrestin, uHTS. C-C chemokine receptor type 6 (Homo sapiens), P51684. CHO-K1 CCR6 PathHunter beta-arrestin, CCL20-stimulated. inhibition, % at 20 µM. 340,000 compounds, 0.49% hits. AID 493098, 2011;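 active = compounds whose inhibition of the agonist-driven luminescence signal at 20 µM reaches about 50%, limit read from the data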;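 also: cells stimulated with CCL20 at 14 nM final; plate controls were DMSO with CCL20 for no effect and DMSO without agonist for full effect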
# Target sequence (P51684 whole entry, looked up): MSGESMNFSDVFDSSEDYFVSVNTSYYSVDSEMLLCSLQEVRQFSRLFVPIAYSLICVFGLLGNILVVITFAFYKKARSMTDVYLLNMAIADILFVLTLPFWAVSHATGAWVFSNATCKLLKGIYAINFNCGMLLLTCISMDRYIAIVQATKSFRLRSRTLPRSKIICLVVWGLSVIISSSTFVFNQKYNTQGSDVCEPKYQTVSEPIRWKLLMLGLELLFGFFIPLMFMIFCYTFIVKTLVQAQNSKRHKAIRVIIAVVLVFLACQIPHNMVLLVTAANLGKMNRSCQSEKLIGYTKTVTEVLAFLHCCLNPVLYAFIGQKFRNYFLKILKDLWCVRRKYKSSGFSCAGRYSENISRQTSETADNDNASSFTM
# CXCR6 inh – CXCR6 receptor inhibitors, primary screen, cell-based, beta-arrestin, luminescence, CHO-K1 PathHunter, 1536-well | C-X-C chemokine receptor type 6 (Homo sapiens), O00574 | inhibition, % at 20 µM | 360,000 compounds, 0.36% hits; in the data active = inhibition above about 34%, passing the limit was not always enough;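 also: antagonist mode with CXCL16 agonist at 10 nM final; 0% = 10 nM CXCL16 with DMSO and 100% = unstimulated wells without agonist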
# Target sequence (O00574 whole entry, looked up): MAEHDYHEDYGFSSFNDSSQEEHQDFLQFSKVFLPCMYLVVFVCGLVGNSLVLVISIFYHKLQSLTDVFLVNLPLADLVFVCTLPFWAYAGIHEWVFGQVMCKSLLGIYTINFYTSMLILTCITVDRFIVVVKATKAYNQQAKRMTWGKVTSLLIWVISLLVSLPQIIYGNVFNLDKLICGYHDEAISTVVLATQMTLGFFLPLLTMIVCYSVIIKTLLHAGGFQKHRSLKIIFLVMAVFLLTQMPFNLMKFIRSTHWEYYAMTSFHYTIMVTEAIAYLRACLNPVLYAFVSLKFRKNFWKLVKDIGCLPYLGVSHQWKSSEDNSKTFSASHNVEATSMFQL
# Jurkat NFkB inh – inhibitors of induced NF-kB luciferase reporter, primary screen, TCR NF-kB activation inhibitor project, cell-based, luminescence, uHTS | Jurkat, PMA/ionomycin-induced NF-kB luciferase reporter | 330,000 compounds, 0.53% hits | inhibition, % at 4 µM | AID 435003, 2010; in the data active = inhibition above about 50%
# APJ antagonist – antagonists of human apelin receptor APJ, primary screen, CHO-K1 cells, beta-arrestin complementation, luminescence; P35414; inhibition, % at 20 µM; 330,000 compounds, 0.32% hits; AID 2521, 2010;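 active = inhibition above about 40% at 20 µM, limit read from the data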;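 also: cells challenged with 10 nM apelin-13 agonist together with compound; plate controls were apelin-13 plus DMSO wells for no effect and DMSO wells lacking apelin-13 for full effect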
# Active calls of the source: *; . = not tested or not shown.
smiles	UBC13 inh	Gli-Sufu antag	CXCR6 inh	697 NFkB inh	EBI2 antag	CCR6 antag	Jurkat NFkB inh	APJ antagonist
Nc1ccc(N2CCCCC2)c(Cl)c1	-2.0	0.7	2.8	-1.9	-6.5	14.8	6.6	-3.7
CCc1ccc(NC(=O)CCn2cccc2)cc1	3.2	-6.3	-3.1	12.2	4.0	8.1	-15.9	8.9
Cn1c(=O)c([N+](=O)[O-])c(NCC(O)c2ccccc2)c2ccccc21 (stereo unspecified)	2.5	3.2	6.0	1.0	-6.1	7.9	-10.6	-2.3
S=c1[nH]nc(-c2ccco2)n1/N=C/c1ccc(Cl)c(Cl)c1	-17.8	-11.8	-3.5	-45.8	-12.4	11.7	-15.9	2.0
Cc1cc(NC(=O)C(C)SCC(=O)Nc2ccc(Br)cc2Br)no1 (stereo unspecified)	-5.4	0.6	-3.4	17.7	-9.6	10.5	-7.7	-49.2
Cc1ccc(Nc2nc(N)nc(CN3CCN(C)CC3)n2)cc1	-0.4	-26.0	-9.8	-24.3	12.6	0.7	-24.0	-22.1
CCN(C[C@H]1N[C@@](Cc2ccccc2)(C(=O)OC)[C@H]2C(=O)N(C)C(=O)[C@@H]12)C(=O)Nc1ccc(F)cc1	-3.1	1.0	7.6	-4.6	-1.0	-1.5	5.0	6.3
CN(C)S(=O)(=O)c1cccc(NC(=O)COc2ccc(C(=O)c3ccccc3)cc2)c1	3.2	-11.7	-0.9	0.7	2.1	15.2	-10.1	4.5
CC(OC(=O)c1ccc([N+](=O)[O-])o1)C(=O)Nc1nc(-c2ccc(F)c(F)c2)cs1 (stereo unspecified)	-10.1	-58.7	-34.4	-92.4	-26.3	-6.0	-73.7	-123.1
CCOC(=O)c1ccccc1NC(=O)c1n[nH]c(=O)c2ccccc12	17.4	0.2	3.3	6.9	9.0	12.8	-13.4	0.6
NC(=O)CC(NC(=O)Cc1cccc2ccccc12)c1ccc(NCCc2ccc(F)cc2)c([N+](=O)[O-])c1 (stereo unspecified)	-28.5	-5.2	20.2	1.7	-3.7	10.5	-10.2	8.2
O=C(Nc1nnc(C2CC2)s1)C1COc2ccccc2O1 (stereo unspecified)	-4.8	-67.5	-1.1	-60.2	-6.0	0.9	-60.0	7.8
O=C(Nc1ccccc1)c1cccc(S(=O)(=O)NC2CCCC2)c1	-0.1	15.5	2.6	-0.5	1.7	-1.6	26.5	-7.3
N#Cc1ccc(-c2ccc(F)cc2)nc1Sc1ccc(F)cc1	-6.4	1.0	6.3	-16.7	31.7	-3.7	2.3	-11.4
CCn1cc(C(=O)NCc2ccccc2OC)c(=O)c2ccc(C)nc21	-3.9	-5.1	.	2.6	.	9.2	5.0	-3.9
O=C(NCCc1ccccc1)c1ccnc(/C=N/O)c1	-3.0	7.8	-1.3	-1.2	-0.4	3.8	7.7	21.4
Nc1c(C(=O)NC2CC2)c2nc3ccccc3nc2n1-c1ccc2c(c1)OCO2	-8.6	11.0	3.1	-13.4	6.7	-3.6	-1.0	-13.8
CCc1c(C)sc(NC(=O)c2cc(-c3cc(OC)ccc3OC)on2)c1C#N	10.9	-0.5	8.0	11.2	7.4	21.6	7.0	0.7
CNc1[nH]c(=O)[nH]c(=O)c1N=Nc1cc(Cl)ccc1Cl	-29.3	9.7	11.5	-19.1	12.2	10.1	2.9	3.9
C/C(=N\NC(=O)Cc1cccn1C)c1cccc2ccccc12	-5.6	-9.8	4.9	12.3	-2.9	-12.0	-13.0	-0.1
Cc1ncoc1C(=O)N1CCCC(CCC(=O)NCc2ccc(F)c(F)c2)C1 (stereo unspecified)	8.3	4.8	3.9	13.0	-9.8	6.5	-1.2	-3.6
CCC(C(=O)NC1CCCC1)N(C(=O)Cn1nnc(-c2ccc(C)o2)n1)c1cccc(OC)c1 (stereo unspecified)	-7.8	1.9	8.6	17.4	-11.8	11.6	-5.5	9.3
Cc1ccc(C(=O)NCC(=O)NCc2cc(=O)n(C)c(=O)n2C)cc1	7.5	-24.7	-1.4	-15.6	2.1	15.1	-3.5	15.4
CC1CCN(S(=O)C23CC4CC(CC(C4)C2)C3)CC1 (stereo unspecified)	-1.0	7.0	3.0	-1.8	-20.3	8.4	14.8	-15.2
CCc1nnc(NC(=O)CCC(=O)N2CCCC2)s1	-8.7	-1.7	-0.8	10.6	-3.0	-3.2	-0.8	3.4

# (list continues)
smiles	UBC13 inh	Gli-Sufu antag	CXCR6 inh	697 NFkB inh	EBI2 antag	CCR6 antag	Jurkat NFkB inh	APJ antagonist
CC(C)C(=O)N[C@@H]1c2ccccc2CC[C@H]1OCc1ccccc1	.	-16.3	-4.1	-7.1	-0.4	6.6	.	.
Nc1ccccc1CNc1nc(NCCO)nc2c1ncn2CCN1CCOCC1	20.5	19.1	-3.6	-1.1	-3.7	-3.2	-4.6	-25.2
Cc1cccc(NC(=O)c2ccc(NCC3CCCO3)c([N+](=O)[O-])c2)n1 (stereo unspecified)	-20.8	-15.0	-2.6	-12.5	10.7	14.8	-43.5	5.7
O=C(CCc1ccc(S(=O)(=O)N2CCOCC2)cc1)Nc1ccc(F)cc1[N+](=O)[O-]	-5.0	3.3	3.6	-11.5	-10.7	-19.9	-2.4	-13.4
COc1c(Cl)cc(Cl)cc1C(=O)Nc1ccc(CN2CCOCC2)cc1	-5.9	-4.1	-8.6	-50.1	-2.0	15.3	-46.3	10.6
Cc1cccc2sc(NC(=O)CN3C(=O)C4CC=CCC4C3=O)nc12 (stereo unspecified)	2.7	4.3	-8.6	-12.0	7.3	6.5	2.0	0.1
C/C=C/c1ccc(OCC(O)CN2CCCCC2CC)c(OC)c1 (stereo unspecified)	-10.3	0.5	11.4	-3.6	6.2	5.1	-1.2	-14.1
COc1ccccc1C(=O)C1CCCN(Cc2cn[nH]c2C2CCCCC2)C1 (stereo unspecified)	9.1	27.2	-6.6	-15.7	9.8	4.9	-4.3	-0.9
C=CCNC(=S)N/N=C/c1ccc(C)cc1C	-4.4	-12.9	-7.5	-7.6	27.9	11.2	8.9	3.1
CCn1c(-c2ccc3[nH]c(C)c(C)c3c2)n[nH]c1=S	-2.3	-4.2	1.9	-43.6	-0.2	3.3	-18.6	14.6
Cc1ccnn1Cc1cc(C(=O)O)c2ccccc2n1	2.3	-2.0	-0.1	4.1	0.6	-12.0	-3.8	1.7
Cc1cccc(C)c1NC(=S)NCCc1ccc(O)c(O)c1	5.1	.	4.1	9.0	-7.6	8.1	0.3	-12.3
CN(C)CCNC(=O)c1ccc(COc2ccc(Cl)cc2Cl)cc1	23.0	6.0	-4.5	-12.6	-1.8	10.6	-25.1	-2.6
CCc1nccn1CCC(=O)N1CCCC(Nc2ccc(F)cc2)C1 (stereo unspecified)	-4.1	5.3	6.9	-20.4	-1.0	-3.0	-1.2	-11.7
Cc1ccc(C(=O)NCCNC(=O)c2cccnc2)cc1	1.4	-4.2	5.1	-0.1	-7.0	6.8	4.7	-14.1
CN(C)/C=N/n1cnc2ccccc2c1=O	0.9	-1.4	3.6	7.5	-3.4	13.6	-5.9	-6.1
O=S1c2ccccc2Nc2ccccc21	-11.8	11.1	-2.7	6.3	-0.1	-2.3	-1.6	-19.6
CCc1ccc(NS(=O)(=O)c2cc3c(cc2C)n(C)c(=O)c(=O)n3C)cc1	0.1	44.3	2.1	-8.8	0.3	15.8	8.3	-17.9
O=C(/C=C/c1ccco1)Oc1cc(Br)cc(/C=N/NC(=O)c2ccccc2O)c1	.	42.3	0.1	.	8.1	2.2	.	.
CC(CN1CCCC(C(N)=O)C1)c1ccccc1 (stereo unspecified)	-9.0	1.0	6.7	-4.7	-5.8	4.3	-2.5	26.2
CN(c1ccc(OC(=O)c2ccc(-n3cncn3)c([N+](=O)[O-])c2)cc1)S(=O)(=O)c1ccccc1	5.5	49.9	-1.8	0.8	-8.4	-18.1	-2.2	-7.0
CCN(CC)CCCNC(=O)Cn1ncn2cccc2c1=O	-3.6	3.3	-0.2	-3.5	-0.8	-18.5	3.6	-8.7
CC(C)Cn1c(=O)n(C)c(=O)c2[nH]cnc21	3.8	11.9	2.0	-8.4	-2.3	4.2	-13.4	1.0
COc1ccc(C(F)(F)F)cc1N/C=C/c1nnnn1-c1ccc(C)cc1	1.3	-1.4	8.8	20.2	13.7	3.2	8.6	10.8
Cc1cccc(-n2ncc3c(Nc4ccc(F)cc4)ncnc32)c1	-0.5	-66.1	-6.7	-62.0	18.7	-0.1	-77.8	-65.2

# Further records:
smiles	UBC13 inh	Gli-Sufu antag	CXCR6 inh	697 NFkB inh	EBI2 antag	CCR6 antag	Jurkat NFkB inh	APJ antagonist
O=C(Nc1ccccc1N1CCCCC1)c1ncoc1-c1ccc(F)cc1	11.4	6.0	5.6	-18.7	-60.7	8.7	-6.6	-7.8
CN(C)C(CNC(=O)c1cc(S(=O)(=O)N(C)c2ccccc2)ccc1Cl)c1ccccc1 (stereo unspecified)	4.9	-2.3	-0.5	-9.7	3.0	11.2	-7.2	-3.4
CCCn1nc(C(=O)NC2CCCC2)c2ccccc2c1=O	1.7	-11.2	7.0	9.3	-3.4	8.1	3.7	-1.8
CCCC(=O)Nc1c(-c2ccc(OC)cc2)c(=O)c2ccccc2n1C	10.0	2.9	-11.6	14.9	-13.5	-7.5	3.7	7.0
N#CC1=C(N)C(C#N)(C#N)C(c2ccc[nH]2)C2CCCC=C12 (stereo unspecified)	1.0	6.9	-3.3	-12.2	-22.6	17.8	0.2	-3.4
Cc1ccc(S(=O)(=O)N2CCOCC2)cc1C(=O)N1CCOCC1	-2.8	3.2	-5.5	7.5	9.7	-1.8	-17.7	11.4
Cc1cc(C(=O)Nc2ccccc2Cl)c2ccccc2n1	-0.6	-4.4	-0.4	9.2	-5.2	20.3	5.2	7.7
CC(=O)Nc1nc(CC(C)C)cc(-c2ccccc2)c1C#N	-6.3	2.9	6.3	1.2	-7.5	0.2	-2.0	7.3
O=C(NN=C(Cc1ccccc1)Cc1ccccc1)c1ccc(F)cc1	-1.9	-10.0	-0.4	-6.0	1.7	25.4	-0.7	14.3
CCOc1ccc(NC(=O)CCC(=O)NNC(=O)COc2ccc(C)cc2Br)cc1	-7.3	-8.2	3.6	-6.5	-8.0	7.6	-28.6	12.6
Cc1cc(C)c2nc(N3CCCN(C(=O)c4ccco4)CC3)c(C#N)cc2c1	11.1	4.8	-1.4	-22.7	-0.1	1.1	-6.5	8.1
COc1ccc(S(=O)(=O)N[C@@H](C)C(=O)OCC(=O)Nc2cc3oc4ccccc4c3cc2OC)cc1	5.9	-18.5	-7.5	-65.6	3.1	-7.4	-88.6	-15.0
CC1=NOC2(C1)/C(=N/O)CCC/C2=N\O (stereo unspecified)	-5.7	-5.5	-8.7	7.4	-11.1	1.7	-9.2	10.3
CCCN1CCC(N2CCN(c3cccc(C(F)(F)F)c3)CC2)CC1	2.0	5.3	1.3	-28.6	1.1	5.0	-10.5	17.9

# Three entries picked at random from those above, as already listed:
smiles	UBC13 inh	Gli-Sufu antag	CXCR6 inh	697 NFkB inh	EBI2 antag	CCR6 antag	Jurkat NFkB inh	APJ antagonist
Cc1cc(C(=O)Nc2ccccc2Cl)c2ccccc2n1	-0.6	-4.4	-0.4	9.2	-5.2	20.3	5.2	7.7
N#CC1=C(N)C(C#N)(C#N)C(c2ccc[nH]2)C2CCCC=C12 (stereo unspecified)	1.0	6.9	-3.3	-12.2	-22.6	17.8	0.2	-3.4
Cc1ccc(S(=O)(=O)N2CCOCC2)cc1C(=O)N1CCOCC1	-2.8	3.2	-5.5	7.5	9.7	-1.8	-17.7	11.4
